Rad51 HR inh – blocks human Rad51 in homologous recombination | hRad51 DNA strand exchange, fluorescence dequenching | Q06609 | inhibition, % at 10 µM | hit rate 0.085% among 200,000;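 active means inhibition above 40% at the single screening dose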;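 further: 0% = DMSO control wells and 100% = blanks with heterologous ssDNA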
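Test system: preformed human Rad51 ssDNA filaments. Compound dosing: single dose, 10 µM final compound. Incubation: filaments 15 min 37 °C, then compound 30 min. Technique: FRET fluorescence dequenching, excitation 485 nm, emission 520 nm. Read-out basis: percent inhibition from fluorescence, normalised to plate control and blank means. Benchmarks: plate controls and plate blanks.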
14-3-3 Bad PPI – disrupts binding of bovine 14-3-3 zeta to phospho-Bad peptide; inhibition, % at 21.7 µM; TR-FRET 14-3-3zeta/Dy647-pBad peptide displacement, 1 h; AID 781; hit rate 0.71% among 220,000; P63103;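 active means inhibition above about 70%, limit read from the data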;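 further: 0% = full 14-3-3 plus peptide FRET controls and 100% = background without 14-3-3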
FXIa inh 1536 – factor XIa (human) inhibition; purified FXIa, Boc-Glu-Ala-Arg-AMC fluorogenic substrate; inhibition, % at 5 µM; AID 798; hit rate 0.14% among 220,000;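 active means inhibition of at least 40%; inactive means inhibition below 40%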;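 further: fluorescence of freed AMC excited at 355 nm; 0% = enzyme without compound and 100% = no enzyme blank; many of its hits are not listed in these tables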
eIF4E 4G PPI – blocks eIF4E binding to eIF4G; TR-FRET eIF4E-eIF4GI(517-606) binding, 2 h; inhibition, % at 21.7 µM; hit rate 0.37% among 220,000;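 active means inhibition above about 30%, limit read from the data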;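 further: 0% = full FRET control wells and 100% = background wells lacking eIF4GI fragment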
KLK5 inh – inhibitors of human kallikrein 5; Q9Y337; recombinant hK5, fluorogenic AMC substrate cleavage; inhibition, % at 5 µM; hit rate 0.59% among 210,000; AID 873;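 active means inhibition of 40% or more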;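 further: 0% = enzyme controls without compound and 100% = no-enzyme blanks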
Target sequence (Q9Y337 67-293 limits assumed): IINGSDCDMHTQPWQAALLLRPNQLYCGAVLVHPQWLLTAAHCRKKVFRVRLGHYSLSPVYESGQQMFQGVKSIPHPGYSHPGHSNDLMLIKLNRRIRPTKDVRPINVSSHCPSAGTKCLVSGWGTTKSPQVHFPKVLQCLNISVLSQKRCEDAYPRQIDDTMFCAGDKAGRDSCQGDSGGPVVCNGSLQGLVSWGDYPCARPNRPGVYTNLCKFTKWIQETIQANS
FXIIa inh 1536 – inhibitors of human coagulation factor XIIa; purified FXIIa, Boc-QGR-AMC fluorogenic substrate, 2 h; inhibition, % at 5 µM; hit rate 0.3% among 220,000; AID 800; in the data active means inhibition above about 40%;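 further: 0% = enzyme with no compound and 100% = blank without enzyme; many of its hits are not listed in these tables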
p97 inhibitor – blocks human p97 ATPase activity. P55072. recombinant p97 ATPase, Kinase-Glo ATP luminescence, 3 h. inhibition, % at 8 µM. hit rate 0.42% among 220,000. AID 1481; in the data active means inhibition above about 15%;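 further: 0% = DMSO vehicle and 100% = wells lacking enzyme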
Target sequence (P55072 whole entry, looked up): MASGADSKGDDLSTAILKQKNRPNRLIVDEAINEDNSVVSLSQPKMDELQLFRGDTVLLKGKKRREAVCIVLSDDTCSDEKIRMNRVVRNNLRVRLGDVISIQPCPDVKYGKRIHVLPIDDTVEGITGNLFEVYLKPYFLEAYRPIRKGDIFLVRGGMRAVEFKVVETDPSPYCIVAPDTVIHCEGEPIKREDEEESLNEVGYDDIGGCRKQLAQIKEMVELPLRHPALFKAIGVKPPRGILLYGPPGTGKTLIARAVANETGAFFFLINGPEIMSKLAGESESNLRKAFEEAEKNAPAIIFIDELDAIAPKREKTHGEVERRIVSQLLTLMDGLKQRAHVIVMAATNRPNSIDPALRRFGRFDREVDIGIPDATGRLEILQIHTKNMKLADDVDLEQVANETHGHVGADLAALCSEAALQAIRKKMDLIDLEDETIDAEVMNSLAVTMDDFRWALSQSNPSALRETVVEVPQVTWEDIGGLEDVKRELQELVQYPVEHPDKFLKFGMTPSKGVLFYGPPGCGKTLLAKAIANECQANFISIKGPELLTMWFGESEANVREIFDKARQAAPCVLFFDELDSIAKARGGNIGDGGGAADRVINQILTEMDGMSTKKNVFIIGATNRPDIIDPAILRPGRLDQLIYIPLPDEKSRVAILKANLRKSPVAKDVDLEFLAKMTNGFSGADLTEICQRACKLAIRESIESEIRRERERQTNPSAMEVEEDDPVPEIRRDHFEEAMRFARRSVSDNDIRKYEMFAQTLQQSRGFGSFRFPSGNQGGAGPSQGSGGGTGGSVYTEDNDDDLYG
Wee1 stabilizer – inhibitors of human Wee1 degradation; reporter increase, % at 5 µM; P30291; HeLa Luc-Wee1K328M stability, luciferase luminescence; 100% = proteasome inhibitor MG132 effect; AID 1321; hit rate 1.2% among 220,000;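 active means activation above the mean of all tested compounds plus 3 SD, set per screening run, cut at about 8.8% in these data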;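 further: cells exposed to compound for 20 h before luminescence read; 0% = DMSO alone and 100% = MG132 at 30 µM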
MDM2 E3 inh – blocks human Mdm2 ubiquitin ligase activity. Q00987. cell-based MDM2 ubiquitination luciferase reporter, 2 h; 0 = plate control, 100 = twice control, blank-subtracted. signal enhancement, % at 5 µM. hit rate 0.11% among 210,000. AID 1230;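 active means signal enhancement of 30% or more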;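 further: luminescence tracks abundance of the self-degrading MDM2-luciferase fusion protein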
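Material: Stable MDM2–luciferase fusion reporter cells | Amount: 2000 cells seeded into each well | Dosing: One concentration, 5 µM, with 0.2% DMSO | Incubation: 4 h cell settling then 2 h compound exposure, 37 °C | Measured by: Luciferase luminescence | Read-out basis: % enhancement relative to plate controls after blank subtraction | Benchmarks: Control and blank well means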
* = called active by the depositor; [ ] = another dose, or the depositor's remark. Rows are unselected. About 3.5% of those tested had a hit in this group.

Results for O=C(NCCNc1ccc([N+](=O)[O-])cc1)c1cccc2c(Br)cccc12 ?
Rad51 HR inh: -7; 14-3-3 Bad PPI: -4; FXIa inh 1536: 8; eIF4E 4G PPI: 6; KLK5 inh: -2; FXIIa inh 1536: 9; p97 inhibitor: 8; Wee1 stabilizer: 2; MDM2 E3 inh: -4

How did COc1ccccc1C(=O)O/N=C(/c1ccncc1)c1ccc([N+](=O)[O-])cc1 do in these assays?
Rad51 HR inh: 23; 14-3-3 Bad PPI: -1; FXIa inh 1536: 1; eIF4E 4G PPI: 0; KLK5 inh: 2; FXIIa inh 1536: 19; p97 inhibitor: 1; Wee1 stabilizer: -1; MDM2 E3 inh: 24

What do the screens show for `CCOC(=O)N1CCC(NC(=O)C2CCCN(Cc3nc(-c4cccc(Cl)c4)oc3C)C2)CC1` (configuration not stated)?
Rad51 HR inh: 3; 14-3-3 Bad PPI: 4; FXIa inh 1536: 3; eIF4E 4G PPI: -1; KLK5 inh: -8; FXIIa inh 1536: 18; p97 inhibitor: -7; Wee1 stabilizer: -1; MDM2 E3 inh: -12

How did Cc1ccc(NC(=O)CSCC(=O)Nc2ccc(N3CCOCC3)c(Cl)c2)cc1 do in these assays?
Rad51 HR inh: -7; 14-3-3 Bad PPI: -10; FXIa inh 1536: 2; eIF4E 4G PPI: 3; KLK5 inh: -2; FXIIa inh 1536: 12; p97 inhibitor: 0; Wee1 stabilizer: -1; MDM2 E3 inh: -9

How did COc1ccc(-c2nc3ccccn3c2C=O)cc1 do in these assays?
Rad51 HR inh: 9; 14-3-3 Bad PPI: -3; FXIa inh 1536: 6; eIF4E 4G PPI: 6; KLK5 inh: -16; FXIIa inh 1536: 14; p97 inhibitor: 2; Wee1 stabilizer: 1; MDM2 E3 inh: -15

What do the screens show for `Cc1ccc2nc(SCC(=O)Nc3cccc([N+](=O)[O-])c3)[nH]c2c1`?
Rad51 HR inh: 6; 14-3-3 Bad PPI: -6[fluorescence artefact?]; FXIa inh 1536: -10; eIF4E 4G PPI: -2; KLK5 inh: -3; FXIIa inh 1536: -12; p97 inhibitor: -1; Wee1 stabilizer: 3; MDM2 E3 inh: -6

What do the screens show for `CC(C)(C)NS(=O)(=O)c1ccc(-c2csnn2)s1`?
Rad51 HR inh: -5; 14-3-3 Bad PPI: 3; FXIa inh 1536: 16; eIF4E 4G PPI: -8; KLK5 inh: 2; FXIIa inh 1536: 25; p97 inhibitor: -8; Wee1 stabilizer: -2; MDM2 E3 inh: -16

How did COc1ccc(NC(=O)CSc2nnc(-c3ccoc3C)n2CCc2ccccc2)cc1 do in these assays?
Rad51 HR inh: -5; 14-3-3 Bad PPI: 2; FXIa inh 1536: 2; eIF4E 4G PPI: 16[fluorescence artefact?]; KLK5 inh: 8; FXIIa inh 1536: 14; p97 inhibitor: 1; Wee1 stabilizer: 1; MDM2 E3 inh: 11

Results for Cc1ccccc1-n1c(SCC(=O)N/N=C/C=C/c2ccccc2[N+](=O)[O-])nc2ccccc2c1=O ?
Rad51 HR inh: 4; 14-3-3 Bad PPI: -1; FXIa inh 1536: 3; eIF4E 4G PPI: 5; KLK5 inh: 1; FXIIa inh 1536: 11; p97 inhibitor: 12; Wee1 stabilizer: -3; MDM2 E3 inh: -5

How did CC1(C)CC(=O)C2=C(C1)OC1=C(C(=O)CC(C)(C)C1)C2c1ccc(O)cc1O do in these assays?
Rad51 HR inh: -10; 14-3-3 Bad PPI: 2; FXIa inh 1536: -5; eIF4E 4G PPI: 8; KLK5 inh: -4; FXIIa inh 1536: 6; p97 inhibitor: 3; Wee1 stabilizer: -1; MDM2 E3 inh: -2

How did COC(=O)C1C(=O)c2c(n[nH]c2C)CC1(C)C (configuration not stated) do in these assays?
Rad51 HR inh: 2; 14-3-3 Bad PPI: -5[fluorescence artefact?]; FXIa inh 1536: 0; eIF4E 4G PPI: -10; KLK5 inh: 0; FXIIa inh 1536: 18; p97 inhibitor: -3; Wee1 stabilizer: -1; MDM2 E3 inh: -7

How did C/C(=N\c1nc2ccccc2n1C)c1cc(Cl)ccc1O do in these assays?
Rad51 HR inh: -1; 14-3-3 Bad PPI: -15; FXIa inh 1536: 1; eIF4E 4G PPI: 14[fluorescence artefact?]; KLK5 inh: -2; FXIIa inh 1536: 17; p97 inhibitor: 4; Wee1 stabilizer: -2; MDM2 E3 inh: -24

What do the screens show for `O=C1CC2CS(=O)(=O)CC2N1c1ccc(Cl)cc1Cl` (configuration not stated)?
Rad51 HR inh: 0; 14-3-3 Bad PPI: 2[fluorescence artefact?]; FXIa inh 1536: 8; eIF4E 4G PPI: -1[fluorescence artefact?]; KLK5 inh: 16; FXIIa inh 1536: 17; p97 inhibitor: 1; Wee1 stabilizer: 0; MDM2 E3 inh: -15

How did Cc1cccc(CSc2nnc(-c3cccs3)n2Cc2ccco2)c1 do in these assays?
Rad51 HR inh: -5; 14-3-3 Bad PPI: -5; FXIa inh 1536: -1; eIF4E 4G PPI: 7; KLK5 inh: 0; FXIIa inh 1536: 5; p97 inhibitor: 1; Wee1 stabilizer: 3; MDM2 E3 inh: 5

How did COC(=O)[C@@H](N)Cc1ccc(O)cc1 do in these assays?
14-3-3 Bad PPI: 0; FXIa inh 1536: -2; eIF4E 4G PPI: -1; KLK5 inh: -9; FXIIa inh 1536: 9; p97 inhibitor: 0; Wee1 stabilizer: -1

Results for CCn1ncc(/C=C/C(=O)C2CC2)c1C ?
Rad51 HR inh: 22; 14-3-3 Bad PPI: -3; FXIa inh 1536: 2; eIF4E 4G PPI: 15; KLK5 inh: -10; FXIIa inh 1536: -3; p97 inhibitor: 2; Wee1 stabilizer: 2; MDM2 E3 inh: 0

What do the screens show for `CC(C)(C)NC(=O)C1CCCN(S(=O)(=O)c2cccc3cccnc23)C1` (configuration not stated)?
Rad51 HR inh: -7; 14-3-3 Bad PPI: -6[fluorescence artefact?]; FXIa inh 1536: 4; eIF4E 4G PPI: 2; KLK5 inh: -2; FXIIa inh 1536: 12; p97 inhibitor: -1; Wee1 stabilizer: -1; MDM2 E3 inh: -33

What do the screens show for `NC(=O)c1cccn1-c1ncc(C(F)(F)F)cc1Cl`?
Rad51 HR inh: -18; 14-3-3 Bad PPI: 9; FXIa inh 1536: -4; eIF4E 4G PPI: 1; KLK5 inh: -9; FXIIa inh 1536: 8; p97 inhibitor: -3; Wee1 stabilizer: 2; MDM2 E3 inh: -15

Results for Cc1ccc2c(c1)C(c1ccc(O)cc1)(c1ccc(O)cc1)C(=O)N2C ?
Rad51 HR inh: 29; 14-3-3 Bad PPI: -7; FXIa inh 1536: 0; eIF4E 4G PPI: -1; KLK5 inh: -3; FXIIa inh 1536: 7; p97 inhibitor: 1; Wee1 stabilizer: 4; MDM2 E3 inh: -13

What do the screens show for `CCOc1ccc2nc(NC(=O)CSc3ccc(Cl)cc3)sc2c1`?
Rad51 HR inh: -6; 14-3-3 Bad PPI: 5; FXIa inh 1536: 7; eIF4E 4G PPI: 2; KLK5 inh: -16; FXIIa inh 1536: 8; p97 inhibitor: 0; Wee1 stabilizer: 4; MDM2 E3 inh: 0

How did O=C(Nc1ccc2c(c1)OCO2)c1ccncc1 do in these assays?
Rad51 HR inh: 8; 14-3-3 Bad PPI: -2; FXIa inh 1536: 3; eIF4E 4G PPI: -2; KLK5 inh: -10; FXIIa inh 1536: 20; p97 inhibitor: -2; Wee1 stabilizer: -1; MDM2 E3 inh: -1

Results for c1ccc(C2=NNC(=NC3CC3)SC2)cc1 ?
Rad51 HR inh: -4; 14-3-3 Bad PPI: 45; FXIa inh 1536: -2; eIF4E 4G PPI: 6; KLK5 inh: -6; FXIIa inh 1536: 1; p97 inhibitor: -29; Wee1 stabilizer: 2; MDM2 E3 inh: -24

How did CCN(CC)c1ccc(NC(=O)CN2CCN(CC(=O)Nc3ccccc3F)CC2)cc1 do in these assays?
Rad51 HR inh: -12; 14-3-3 Bad PPI: -2; FXIa inh 1536: -4; eIF4E 4G PPI: 14; KLK5 inh: -13; FXIIa inh 1536: 10; p97 inhibitor: -6; Wee1 stabilizer: 0; MDM2 E3 inh: -14

Results for O=C(NCc1cccnc1)c1cc(C(=O)C2CC2)c[nH]1 ?
Rad51 HR inh: 12; 14-3-3 Bad PPI: -4; FXIa inh 1536: -1; eIF4E 4G PPI: -3; KLK5 inh: -2; FXIIa inh 1536: 12; p97 inhibitor: 6; Wee1 stabilizer: -1; MDM2 E3 inh: -13

How did CCCCN(C(=O)Cn1ncc(Cl)c(Cl)c1=O)c1c(N)n(CC(C)C)c(=O)[nH]c1=O do in these assays?
Rad51 HR inh: 13; 14-3-3 Bad PPI: 13; FXIa inh 1536: 8; eIF4E 4G PPI: 12; KLK5 inh: 2; FXIIa inh 1536: 5; p97 inhibitor: 4; Wee1 stabilizer: 1; MDM2 E3 inh: -15

Results for O=S(=O)(Nc1ccc(N2CCOCC2)cc1)c1ccc2ccccc2c1 ?
14-3-3 Bad PPI: 9; FXIa inh 1536: 3; eIF4E 4G PPI: -1; KLK5 inh: -38; FXIIa inh 1536: 5; p97 inhibitor: 2; Wee1 stabilizer: 5; MDM2 E3 inh: -1

Results for CC1CC(C)CN(CCOCCSc2ccc(Cl)cc2)C1 (configuration not stated) ?
Rad51 HR inh: 3; 14-3-3 Bad PPI: 4; FXIa inh 1536: -5; eIF4E 4G PPI: 2; KLK5 inh: -12; FXIIa inh 1536: 2; p97 inhibitor: 1; Wee1 stabilizer: -1; MDM2 E3 inh: -20

What do the screens show for `CCOc1ccc(-n2nc3c(=O)[nH]nc(C)c3c2C)cc1`?
Rad51 HR inh: 8; 14-3-3 Bad PPI: 4; FXIa inh 1536: 0; eIF4E 4G PPI: 12[fluorescence artefact?]; KLK5 inh: -17; FXIIa inh 1536: 2; p97 inhibitor: 4; Wee1 stabilizer: 4; MDM2 E3 inh: 13

What do the screens show for `Cc1cnnn1-c1cccc([N+](=O)[O-])c1`?
14-3-3 Bad PPI: -11; FXIa inh 1536: 1; eIF4E 4G PPI: 4; KLK5 inh: -20; FXIIa inh 1536: 8; p97 inhibitor: 3; Wee1 stabilizer: -3; MDM2 E3 inh: 11

How did Cc1ccc(C2CC(C(F)(F)F)n3nc(C(=O)NCCN4CCOCC4)cc3N2)cc1 (configuration not stated) do in these assays?
Rad51 HR inh: 1; 14-3-3 Bad PPI: 1; FXIa inh 1536: -4; eIF4E 4G PPI: -7; KLK5 inh: 19; FXIIa inh 1536: 5; p97 inhibitor: -2; Wee1 stabilizer: -1; MDM2 E3 inh: -9

Results for Cc1ccc(NC(=O)c2ccc(OC(=O)COc3ccc(Cl)cc3C)cc2)cc1 ?
Rad51 HR inh: 10; 14-3-3 Bad PPI: -4; FXIa inh 1536: 5; eIF4E 4G PPI: 12; KLK5 inh: -12; FXIIa inh 1536: 5; p97 inhibitor: 4; Wee1 stabilizer: 6; MDM2 E3 inh: 7

What do the screens show for `CCOCCCNC(=O)CCCOc1ccccc1`?
Rad51 HR inh: -5; 14-3-3 Bad PPI: 10; FXIa inh 1536: -9; eIF4E 4G PPI: -3; KLK5 inh: -1; FXIIa inh 1536: 4; p97 inhibitor: -1; Wee1 stabilizer: 2; MDM2 E3 inh: 4

High-throughput results from PubChem BioAssay.
